Compound activity as filed in PubChem.
S100A4 MyoIIA: blocks human S100A4 binding to myosin IIA peptide | AID 652163 | S100A4/TAMRA-MyoIIA peptide fluorescence polarization | inhibition, % at 10.7 µM | actives 0.14% (n = 360,000);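 active = mean inhibition of at least 70% across replicates, with every replicate also reaching that level; inconclusive = mean inhibition reaches 70% but some replicates fall short; inactive = mean inhibition below 70%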
Target sequence (P26447 whole entry, looked up): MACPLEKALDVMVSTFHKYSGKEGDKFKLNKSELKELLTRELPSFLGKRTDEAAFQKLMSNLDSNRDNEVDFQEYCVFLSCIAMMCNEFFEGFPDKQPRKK
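Material: S100A4 monomer protein / Buffer or medium: 50 mM HEPES pH 7.2, 10 mM CaCl2, 100 mM KCl / Times: 5 min incubation before reading / Benchmarks: neutral control DMSO, positive control TFP / Reagent: labelled myosin peptide probe, 5 nM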
PglD DTNB: PglD (C. jejuni) enzyme inhibition | purified PglD enzyme, DTNB colorimetric CoA detection | inhibition, % at 12.5 µM | actives 0.098% (n = 360,000); in the data active = inhibition above about 16%, passing the limit was not always enough; inconclusive = no clear call, values can overlap the other calls; note: strong numbers were not always called active
ERp5 inh: inhibitors of human ERp5; ERp5 insulin aggregation, absorbance 650 nm, 90 min; actives 0.05% (n = 350,000); AID 651711; inhibition, % at 9.99 µM;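 active = mean replicate inhibition above about 25%, with every replicate also reaching it, limit read from the data, passing the limit was not always enough; inconclusive = only one of those two criteria met; inactive = neither criterion met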
SIRT5 block: inhibitors of human sirtuin-5 desuccinylase; Q9NXA8; Purified SirT5, succinyl-peptide AMC, trypsin-coupled fluorescence; inhibition, % at 15 µM; actives 1.1% (n = 330,000); AID 652115; in the data active = inhibition above about 15%; inconclusive = no clear call, values can overlap the other calls
Target sequence (Q9NXA8 whole entry, looked up): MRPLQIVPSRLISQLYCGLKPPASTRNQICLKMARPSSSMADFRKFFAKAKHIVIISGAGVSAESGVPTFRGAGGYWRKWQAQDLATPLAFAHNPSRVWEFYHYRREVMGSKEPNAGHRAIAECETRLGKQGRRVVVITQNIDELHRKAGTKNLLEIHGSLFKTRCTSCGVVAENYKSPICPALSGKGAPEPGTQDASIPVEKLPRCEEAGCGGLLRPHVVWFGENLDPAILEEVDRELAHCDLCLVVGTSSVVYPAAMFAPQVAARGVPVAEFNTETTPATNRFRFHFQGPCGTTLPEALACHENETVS
DENV2 CPE: protects cells from dengue virus 2 cytopathic effect; CPE inhibition, % at 9.99 µM; DENV2-infected cells, cytopathic effect rescue, plate reader; actives 1.7% (n = 350,000); in the data active = CPE inhibition above about 20%, passing the limit was not always enough; inconclusive = no clear call, values can overlap the other calls; tested in BHK-21 cells;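 note: 0% = median of neutral control wells and 100% = median of positive control wells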
E-selectin induc: induces E-selectin expression in human endothelial cells | HUVEC E-selectin immunofluorescence imaging; normalized: neutral wells 0, TNF-alpha wells 100 | P16581 | AID 686992 | actives 0.37% (n = 260,000) | activation, % at 7.58 µM;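 active = mean E-selectin-positive cell signal at least 10% of the positive control, reached in at least 60% of replicates, without over 20% cell loss; inconclusive = no rule given, readout overlaps actives, possibly toxicity-flagged; inactive = the rest, including those meeting only one limit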;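 note: in these data hits start at about 27%; measured in HUVEC primary endothelial cells; signal is the percent of cells scored E-selectin positive by PE staining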
Target sequence (P16581 whole entry, looked up): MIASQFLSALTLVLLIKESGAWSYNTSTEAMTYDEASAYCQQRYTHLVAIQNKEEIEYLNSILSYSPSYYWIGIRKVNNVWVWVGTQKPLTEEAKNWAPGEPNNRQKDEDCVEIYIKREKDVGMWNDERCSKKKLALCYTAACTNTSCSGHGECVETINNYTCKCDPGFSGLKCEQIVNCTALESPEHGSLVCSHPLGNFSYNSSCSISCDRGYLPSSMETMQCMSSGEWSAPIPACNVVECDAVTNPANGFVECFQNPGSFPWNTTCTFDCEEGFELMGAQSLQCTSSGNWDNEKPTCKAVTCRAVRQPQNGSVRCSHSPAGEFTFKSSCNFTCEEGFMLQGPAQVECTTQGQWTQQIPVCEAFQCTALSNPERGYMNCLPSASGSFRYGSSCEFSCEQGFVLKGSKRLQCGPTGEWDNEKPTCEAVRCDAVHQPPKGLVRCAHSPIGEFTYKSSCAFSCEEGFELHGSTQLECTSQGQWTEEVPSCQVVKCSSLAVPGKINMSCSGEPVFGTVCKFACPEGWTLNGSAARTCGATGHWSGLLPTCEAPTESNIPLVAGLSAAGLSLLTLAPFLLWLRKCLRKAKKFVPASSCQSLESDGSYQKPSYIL
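material = human umbilical vein endothelial cells (HUVEC), E-selectin induction | quantity = 3,000 cells/well | medium = EGM-2 growth medium on 0.1% gelatin-coated wells | technique = immunofluorescence imaging | read-out basis = % PE-positive cells | control set = TNF-alpha positive control, DMSO neutral control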
Statin myotox sup: suppression of simvastatin myotoxicity; C2C12 myotubes + simvastatin, ATP luminescence, 48 h; scaled: DMSO 0, geranylgeraniol control 100; rescue of ATP level, % at 7.49 µM; actives 0.78% (n = 330,000);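 active = mean ATP rescue above about 67%, or every replicate alone reaching that limit, limit read from the data, passing the limit was not always enough; inconclusive = no clear call, values can overlap the other calls; inactive = mean under the limit and some replicate under it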;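 note: myotubes were challenged with 10 µM simvastatin during compound exposure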
Active calls of the source: *; ? = inconclusive; · = not tested or not shown. Some of the compounds tested; count on the stated rates, not on these rows.

SMILES | S100A4 MyoIIA | PglD DTNB | ERp5 inh | SIRT5 block | DENV2 CPE | E-selectin induc | Statin myotox sup
Cc1onc(-c2ccccc2)c1C(=O)NC(C)c1ccc2c(c1)OCO2 (centres undefined) | -4 | 0 | -1 | -1 | 14 | · | ·
COc1ccc(N(CC(=O)NCc2ccc(F)cc2)S(=O)(=O)c2c(C)noc2C)cc1 | -3 | 10 | · | -1 | -2 | · | 9
CC(NC(=O)COC(=O)/C(=C/c1cccs1)c1cccs1)c1ccccc1 (centres undefined) | -23 | · | 1 | 12 | · | · | ·
O=S(=O)(c1cccs1)N1CN(Cc2ccco2)c2nc3ccccc3nc21 | 7 | 1 | 3 | -2 | 9 | · | 19
CC(=O)Nc1ccc(NC(=O)C(C)OC(=O)CCc2c[nH]c3ccccc23)cc1 (centres undefined) | 1 | 2 | 1 | -1 | -4 | -1.0 | -14
O=C(C[C@H]1C[C@@H]2c3cc(NC(=O)C4CCC4)ccc3O[C@@H]2[C@@H](CO)O1)NCc1cccnc1 | 3 | -1 | -5 | -1 | -1 | -0.3 | 5
Cc1cc2cc(CNS(=O)(=O)c3ccccc3)ccc2n1C | ? | -3 | -9 | -1 | -5 | ? | -14
O=S(=O)(c1ccc(C(F)(F)F)cc1)N1CCN(CCOc2ccccc2)CC1 | 1 | 3 | 6 | -9 | -4 | · | 3
C[C@H](NC(=O)C1CCN(S(=O)(=O)c2ccccc2)CC1)C(=O)NCc1ccco1 | 2 | · | 1 | -1 | 3 | 0.3 | 0
C[C@@]12C(=O)Nc3ccc(Cl)cc3C(=O)N1[C@H]1c3cc(Cl)ccc3OC[C@@H]1[C@@H]2c1ccccc1 | 2 | 1 | -7 | · | · | -0.1 | -51
Cc1cccc2c3c([nH]c12)CCN(C)C3 | -16 | 5 | -2 | -1 | 0 | 2.8 | -1
Cc1c(N=NC2=C(O)CC(C)(C)CC2=O)cc2c(c1[N+](=O)[O-])C(C)(C)CC2(C)C | -2 | 1 | 2 | 0 | -7 | 0.0 | ·
Cc1c(C=Nc2ccc(S(=O)(=O)CCO)cc2)c(O)[nH]c(=O)c1C#N | -10 | -4 | 1 | 0 | -6 | · | 3
C/C=C/c1ccc([C@H]2[C@@H](CO)N(C(C)=O)[C@@H]2CN(CCC)C(=O)C2CC2)cc1 | 0 | · | -7 | 1 | -11 | 1.2 | ·
O=C(NCCCN1CCCCC1)C1CCC(CNS(=O)(=O)c2cccc3nsnc23)CC1 (centres undefined) | -13 | 1 | -1 | 0 | 15 | · | 9
Nc1cc(N)nc(SCC(=O)Nc2ccc3c(c2)OCCCO3)n1 | · | -18 | · | · | · | 0.3 | 11
COc1cc([N+](=O)[O-])ccc1N1C(=O)C2C3C=CC(C4CC34)C2C1=O (centres undefined) | 0 | 3 | 1 | -3 | 4 | · | 7
CSCCC(NC(=O)C1CCC(C)CC1)C(=O)NCCN1CCC(C)CC1 (centres undefined) | -7 | · | 2 | 3 | -2 | 0.6 | ·
COc1ccc(C2=NOC(Cn3nc(-c4ccccc4)cc3C(=O)NCc3ccc(C)cc3)C2)cc1 (centres undefined) | -7 | -1 | 6 | · | 20 | 0.8 | 16
COc1cc(C)nc(SCC(N)=O)n1 | -2 | 3 | -8 | -3 | · | · | 9
Cc1cc(Cl)c2oc(C(=O)N(C)CCCCN3CCOCC3)c(C)c2c1 | 1 | 1 | 15 | 0 | 22* | · | -8
CCS(=O)(=O)Nc1ccc2c(c1)C(=O)N(C)C[C@@H](OC)[C@H](C)CN(CCC(F)(F)F)[C@@H](C)CO2 | 17 | 4 | 0 | -3 | 8 | 0.0 | -21
O=C(N/C=C/c1ccco1)OCc1ccccc1 | -3 | 1 | 0 | 1 | 3 | · | -3
O=C(CC1Sc2ccccc2NC1=O)NNc1ccc(F)cc1 (centres undefined) | -5 | · | 2 | -1 | 6 | 2.2 | 13
O=c1[nH]cnc(O)c1C(c1ccc(Br)cc1)c1c(O)nc[nH]c1=O | -6 | -2 | -3 | -5 | 0 | ? | -10
CCCCn1c(N)c(N(CC(C)C)C(=O)C2CCCO2)c(=O)[nH]c1=O (centres undefined) | 0 | · | 2 | -4 | -5 | -1.0 | -2
O=C(c1cc([N+](=O)[O-])cc([N+](=O)[O-])c1)N1CCCc2ccccc21 | 2 | · | 2 | -3 | -1 | · | ·
O=C(O)c1cc(N/N=C/c2ccc(-c3ccccc3)cc2)ccc1Cl | -2 | -1 | 0 | 2 | 15 | 0.0 | 26
O=C1CC(c2ccccc2)Cc2nc(NC3CC3)ncc21 (centres undefined) | 2 | · | 0 | 1 | -6 | 1.5 | ·
COc1ccc(-c2ccc(CCC(=O)O)n2-c2ccccc2OC)cc1 | -5 | -3 | 8 | -1 | -1 | -0.3 | -28
C=CCc1ccc(OCc2ccc(C(=O)Nc3ccc(NC(C)=O)cc3)o2)c(OC)c1 | -2 | 2 | 2 | -7 | -4 | 0.2 | -24
O=C(NC1CCCCC1)N1CC(=O)N2[C@@H](CO)[C@H](c3ccc(/C=C/c4ccccc4)cc3)[C@@H]2C1 | 2 | · | 2 | 1 | -11 | 0.1 | ·
CC(C)N(Cc1nc(-c2ccc3c(c2)OCO3)no1)Cc1nccn1C | -2 | · | 0 | -1 | -1 | 0.2 | ·
CNC(=O)C[C@H]1CC[C@H]2[C@@H](COc3ccc(NC(=O)CC(F)(F)F)cc3C(=O)N2C)O1 | · | 2 | · | · | -2 | 0.0 | -2
CC1(C)CC(NC(=S)NC(=O)c2cc(Br)ccc2Cl)CC(C)(C)N1 | -5 | -2 | -2 | -2 | -1 | · | -20
CC(Nc1ccc(S(=O)(=O)N2CCN(C)CC2)cc1[N+](=O)[O-])c1ccccc1 (centres undefined) | -5 | 2 | -7 | 0 | -1 | 4.6 | -16
Cc1ccc(/C=C2\CCOC2=O)cc1 | 7 | -2 | 1 | -1 | -1 | -0.4 | 19
C[C@@H]1CN([C@@H](C)CO)C(=O)c2cc(NC(=O)c3ccccc3)ccc2O[C@@H](C)CCCCO[C@@H]1CN(C)C(=O)Nc1cccc2ccccc12 | -1 | 3 | 0 | 5 | -12 | · | ·
CN(C)C(=O)c1cccc(-c2ccc([C@H]3[C@H]4CN(C(=O)C5CCCCC5)CC(=O)N4[C@H]3CO)cc2)c1 | 11 | · | 2 | -4 | 3 | 0.0 | ·
CCN(CC(=O)NCc1cccs1)c1ccc(S(=O)(=O)N2CCN(C)CC2)cn1 | 7 | -2 | 5 | 3 | 2 | 0.0 | ·
CN1CCN(C(=O)C[C@@H]2CC[C@@H]3[C@H](COc4ccc(NC(=O)c5ccc(F)c(F)c5)cc4C(=O)N3C)O2)CC1 | -10 | -1 | -156 | 2 | -5 | -0.1 | -1
CCCN1C[C@@H](C)[C@H](OC)CN(C)C(=O)c2ccc(NC(=O)COC)cc2OC[C@@H]1C | 0 | 2 | -1 | 4 | -5 | 0.6 | 1
Cc1noc(C)c1CC(=O)NC1CC(C)(C)Cc2c1cnn2-c1ccccc1 (centres undefined) | 6 | -2 | -9 | 0 | ? | -4.7 | 4
COc1ccc(NC(=O)Nc2ccc3c(c2)C(=O)N([C@@H](C)CO)C[C@@H](C)[C@H](CN(C)S(=O)(=O)c2ccccc2)OCCCC[C@H](C)O3)cc1 | 6 | 3 | 5 | 0 | 7 | · | ·
Cc1cccc(OCC(=O)Nc2ccc3oc(=O)ccc3c2)c1C | -7 | -1 | -3 | -1 | -6 | 0.1 | 5
COC(=O)[C@]12C[C@H](CC(=O)N3CCOCC3)C(=O)N(Cc3ccccc3)C1=C[C@H](C(C)(C)C)O[C@@H]2C | -13 | · | 0 | · | ? | -0.1 | ·
Nc1ccc2nc(CCCCc3nc4ccccc4[nH]3)[nH]c2c1 | -3 | -4 | -1 | -3 | 6 | -0.1 | 31
N#C/C(=N\Nc1cccc(C(F)(F)F)c1)C(=O)c1csc(-c2cccnc2)n1 | 1 | · | -5 | · | -9 | 0.8 | ·
CC(C)CC#Cc1ccc2c(c1)O[C@H](CN(C)C(=O)c1ccncc1)[C@@H](C)CN([C@@H](C)CO)S2(=O)=O | -5 | 0 | 15 | 0 | 4 | 0.0 | 33
CC(C)=CCN[C@H](CO)c1ccccc1 | -7 | 2 | 0 | 0 | ? | · | ·
C(=C\c1ccccc1)/CN1CCN(C(c2cc3ccccc3o2)c2nnnn2C2CCCC2)CC1 (centres undefined) | -2 | 3 | 2 | -2 | -2 | -1.5 | 6
CCC(=O)Nc1ccc2c(c1)C(=O)N(C)[C@H]1CC[C@@H](CC(=O)NCC3CCCCC3)O[C@H]1CO2 | -1 | -1 | -5 | 1 | 2 | -0.1 | 6
O=C(NCc1ccccc1)N1CCC(CO)(CCc2ccccc2)CC1 | 6 | 1 | -3 | -2 | 0 | 1.7 | 2
C[C@@H]1CN([C@H](C)CO)C(=O)c2cc(C#CC3CCCCC3)cnc2O[C@H]1CN(C)S(=O)(=O)c1cccc(F)c1 | 3 | 0 | 2 | 11 | -5 | -1.6 | 16
O=C(NNC(=O)c1cccs1)c1ccc(F)cc1 | -3 | 0 | 1 | · | -1 | 0.5 | -2
CC(=O)Nc1ccc(Nc2nnc(-c3ccc(O)cc3)c3ccccc23)cc1 | 0 | -2 | 2 | 4 | 1 | 0.1 | -5
Cc1ccc(S(=O)(=O)N(C)C[C@@H]2Oc3ncc(-c4ccncc4)cc3C(=O)N([C@H](C)CO)C[C@@H]2C)cc1 | -3 | -2 | 4 | -1 | -4 | 0.1 | -11

Grouped by structure: the compounds so far containing fluorine
SMILES | S100A4 MyoIIA | PglD DTNB | ERp5 inh | SIRT5 block | DENV2 CPE | E-selectin induc | Statin myotox sup
COc1ccc(N(CC(=O)NCc2ccc(F)cc2)S(=O)(=O)c2c(C)noc2C)cc1 | -3 | 10 | · | -1 | -2 | · | 9
O=S(=O)(c1ccc(C(F)(F)F)cc1)N1CCN(CCOc2ccccc2)CC1 | 1 | 3 | 6 | -9 | -4 | · | 3
CCS(=O)(=O)Nc1ccc2c(c1)C(=O)N(C)C[C@@H](OC)[C@H](C)CN(CCC(F)(F)F)[C@@H](C)CO2 | 17 | 4 | 0 | -3 | 8 | 0.0 | -21
O=C(CC1Sc2ccccc2NC1=O)NNc1ccc(F)cc1 (centres undefined) | -5 | · | 2 | -1 | 6 | 2.2 | 13
CNC(=O)C[C@H]1CC[C@H]2[C@@H](COc3ccc(NC(=O)CC(F)(F)F)cc3C(=O)N2C)O1 | · | 2 | · | · | -2 | 0.0 | -2
CN1CCN(C(=O)C[C@@H]2CC[C@@H]3[C@H](COc4ccc(NC(=O)c5ccc(F)c(F)c5)cc4C(=O)N3C)O2)CC1 | -10 | -1 | -156 | 2 | -5 | -0.1 | -1
N#C/C(=N\Nc1cccc(C(F)(F)F)c1)C(=O)c1csc(-c2cccnc2)n1 | 1 | · | -5 | · | -9 | 0.8 | ·
C[C@@H]1CN([C@H](C)CO)C(=O)c2cc(C#CC3CCCCC3)cnc2O[C@H]1CN(C)S(=O)(=O)c1cccc(F)c1 | 3 | 0 | 2 | 11 | -5 | -1.6 | 16
O=C(NNC(=O)c1cccs1)c1ccc(F)cc1 | -3 | 0 | 1 | · | -1 | 0.5 | -2

Reprinted at random: 2 records from the list.
SMILES | S100A4 MyoIIA | PglD DTNB | ERp5 inh | SIRT5 block | DENV2 CPE | E-selectin induc | Statin myotox sup
O=C(NNC(=O)c1cccs1)c1ccc(F)cc1 | -3 | 0 | 1 | · | -1 | 0.5 | -2
CC(C)=CCN[C@H](CO)c1ccccc1 | -7 | 2 | 0 | 0 | ? | · | ·
